# Efflux pump mplx: inhibitors of Candida efflux pumps in yeast, primary screen, S. cerevisiae, Nile Red, multiplex | inhibition, % at 10 µM | S. cerevisiae Candida pump triplex | hit rate 0.44% among 330,000 | AID 485275, 2010;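 active = plate passing quality check with inhibition over a set limit, or well fluorescence over plate mean plus 4 SD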;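 note: Nile Red retained in pooled yeast measured as flow cytometry median fluorescence; 0% = buffer negative control and 100% = Enniatin B positive control; higher means more Nile Red kept so more efflux inhibition; some compounds called inactive have numbers as strong as hits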
# GLD-1 TGE inh: GLD-1/TGE RNA complex disruptors, primary screen, biochemical, fluorescence polarization. Female germline-specific tumor suppressor gld-1 (Caenorhabditis elegans), Q17339. purified GLD-1 + fluorescein TGE RNA. inhibition, % at 5.96 µM. hit rate 0.44% among 320,000;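 active = percent inhibition above a per-plate cutoff, the plate mean of test compounds plus 3 SD, cut at about 30% in these data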;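 note: 0% = DMSO wells with GLD-1 and probe and 100% = wells lacking GLD-1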
# Target sequence (Q17339 whole entry, looked up): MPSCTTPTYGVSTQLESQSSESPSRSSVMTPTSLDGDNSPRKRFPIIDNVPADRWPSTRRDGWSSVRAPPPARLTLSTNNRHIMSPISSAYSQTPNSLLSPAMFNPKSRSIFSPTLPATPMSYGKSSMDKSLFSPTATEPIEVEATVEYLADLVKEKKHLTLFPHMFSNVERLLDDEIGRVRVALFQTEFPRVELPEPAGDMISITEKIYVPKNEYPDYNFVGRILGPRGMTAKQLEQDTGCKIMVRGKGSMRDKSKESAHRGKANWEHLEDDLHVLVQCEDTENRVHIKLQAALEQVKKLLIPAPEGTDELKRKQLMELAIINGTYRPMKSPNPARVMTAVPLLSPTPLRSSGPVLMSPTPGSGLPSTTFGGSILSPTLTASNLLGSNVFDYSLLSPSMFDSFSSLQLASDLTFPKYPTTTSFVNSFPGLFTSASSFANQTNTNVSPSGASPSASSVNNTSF
# MEX-5 binding: MEX-5 zinc finger RNA-binding disruptors – biochemical, C. elegans, fluorescence polarization, MLPCN library, primary screen. Zinc finger protein mex-5 (Caenorhabditis elegans), Q9XUB2. MEX-5/FITC-TCR2 RNA binding; active compounds read low. activity score (negative = inhibition of binding), % at 10 µM. hit rate 0.38% among 300,000. AID 1832, 2009;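 active = inhibition past about -25% in most replicates, and total fluorescence under double the plate's negative control median, limit read from the data; inconclusive = replicates evenly split on the limit, or fluorescence at least double controls; inactive = too little inhibition in most replicates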;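 note: 0% = DMSO and -100% = 5 µM competing unlabeled TCR2 RNA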
# Fam108B inh: mouse Fam108B serine hydrolase inhibitors, primary screen, counter-screen for RBBP9 inhibitor project, biochemical, fluorescence polarization; recombinant Fam108B, FP-Rh probe fluorescence polarization; inhibition, % at 9.51 µM; hit rate 0.33% among 300,000;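 active = inhibition above the screen mean inhibition plus 3 SD, computed separately per campaign, cut at about 18% in these data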;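 note: inhibitors lower polarization as less probe binds the enzyme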
# MCL1 BIM primary: inhibitors of MCL1 binding to BIM-BH3, primary screen, biochemical, fluorescence polarization; hit rate 0.68% among 320,000; GST-MCL1 / FITC-Bim-BH3 fluorescence polarization; Induced myeloid leukemia cell differentiation protein Mcl-1 (Homo sapiens), Q07820; AID 2057, 2009; inhibition, % at 10.9 µM;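 active = inhibition above the mean inhibition of all tested compounds plus 3 SD, set per campaign, cut at about 40% in these data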;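 note: 0% = DMSO wells and 100% = unlabeled Bim-BH3 peptide control; higher means more loss of mP so more displacement of Bim peptide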
# PME-1 inh: PME-1 inhibitors via competitive probe labeling, primary screen, biochemical, fluorescence polarization, FP-Rh probe, HTS; Protein phosphatase methylesterase 1 (Homo sapiens), Q9Y570; recombinant PME-1; inhibition, % at 5.9 µM; hit rate 0.53% among 320,000; AID 2130, 2009;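 active = inhibition above the campaign mean of all compounds plus 3 SD, cut at about 26% in these data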;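 note: competitive labeling of PME-1 active site by serine hydrolase directed probe; 0% = PME-1 with DMSO and 100% = wells lacking PME-1 enzyme; inhibitors block probe labeling so polarization falls and inhibition rises; many of its hits are not listed in these tables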
# Target sequence (Q9Y570 whole entry, looked up): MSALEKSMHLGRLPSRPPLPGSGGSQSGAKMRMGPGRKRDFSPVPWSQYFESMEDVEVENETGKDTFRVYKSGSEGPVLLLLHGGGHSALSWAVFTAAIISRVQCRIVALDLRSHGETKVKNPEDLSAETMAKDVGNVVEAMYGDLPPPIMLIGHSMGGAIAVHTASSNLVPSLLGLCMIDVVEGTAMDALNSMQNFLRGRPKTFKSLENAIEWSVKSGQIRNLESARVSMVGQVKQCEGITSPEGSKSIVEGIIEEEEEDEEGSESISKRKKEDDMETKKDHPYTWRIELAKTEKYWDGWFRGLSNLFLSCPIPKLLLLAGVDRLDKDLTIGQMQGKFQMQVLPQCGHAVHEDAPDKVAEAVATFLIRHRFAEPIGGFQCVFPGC
# VLA-4 inh: inhibition in human VLA-4 binding assay, primary screen, VLA-4 allosteric modulator project, MLPCN library, flow cytometry, VLA-4 expressing cells. Integrin alpha-4 (Homo sapiens), P13612. ligand binding flow cytometry. inhibition, % (about 7 µM as worked out from the volumes in the protocol). hit rate 0.2% among 330,000; in the data active = inhibition above about 50%
# GRK2 inh: compounds blocking aptamer binding on GRK2 – biochemical, human GRK2, bead flow cytometry, HTS, primary screen; Beta-adrenergic receptor kinase 1 (Homo sapiens), P25098; FAM-aptamer displacement from GRK2; inhibition of aptamer binding, % at 10 µM; hit rate 0.59% among 330,000;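 active = inhibition of aptamer binding above 40%, roughly 3 SD of noise, on plates passing a quality check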;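 note: median bead fluorescence of bound FAM aptamer so fluorescent compounds give negative values; no value below 0 was filed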
# BCLXL inh: inhibitors of human Bcl-xL, primary screen, biochemical, fluorescence polarization, HTS. GST-Bcl-xL / FITC-Bim BH3 peptide fluorescence polarization. inhibition, % at 10.9 µM. hit rate 0.7% among 320,000. AID 2129, 2009;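 active = inhibition above the mean of all tested compounds plus 3 SD, cutoff set per campaign, cut at about 30% in these data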;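 note: 0% = DMSO wells and 100% = unlabeled Bim-BH3 peptide competitor; inhibitors lower millipolarization by displacing the labeled peptide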
# Target sequence (Q07817 whole entry, looked up): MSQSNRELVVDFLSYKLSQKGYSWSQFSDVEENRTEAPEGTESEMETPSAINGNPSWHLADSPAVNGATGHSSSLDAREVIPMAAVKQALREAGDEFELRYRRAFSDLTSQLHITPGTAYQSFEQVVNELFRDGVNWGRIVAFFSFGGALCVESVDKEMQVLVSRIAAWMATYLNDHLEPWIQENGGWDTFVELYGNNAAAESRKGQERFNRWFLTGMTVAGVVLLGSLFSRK
# * = called active by the depositor; ? = inconclusive; . = not tested or not shown. Some of the compounds tested; rates above refer to the full screens.
no.	Structure	Efflux pump mplx	GLD-1 TGE inh	MEX-5 binding	Fam108B inh	MCL1 BIM primary
1	O=C(NC(=S)Nc1nc(-c2ccccc2)cs1)c1cccs1	2.5	8	-2.1	2	9
2	O=C(NNC(=O)c1cc(-c2ccc(Cl)cc2Cl)nc2ccccc12)Nc1ccccc1	0.0	-1	-2.0	-57	6
3	Cc1c(Br)c([N+](=O)[O-])nn1CC(=O)Nc1ccc2nc3n(c(=O)c2c1)CCCC3	0.2	-6	0.6	-1	-1
4	Nn1c(-c2ccco2)n[nH]c1=S	-0.1	0	1.2	1	-17
5	O=C1OC(N2C(=O)CC[C@H]2C(=O)Nc2ccc(F)c(F)c2)c2ccccc21 (stereo not given in full)	0.1	5	2.1	0	7
6	COc1ccc(C(=O)C2CCCN(C(=O)Cn3cncn3)C2)cc1OC (stereo not given)	-0.1	-1	0.0	4	2
7	c1ccc2sc(N3CCOCC3)nc2c1	-0.1	5	-2.1	-4	-1
8	CCOc1ccc(S(=O)(=O)NCCC(=O)NCC2CCCO2)cc1 (stereo not given)	0.0	6	.	.	2

no.	PME-1 inh	VLA-4 inh	GRK2 inh	BCLXL inh
1	1	1	0	3
2	-35	4	1	5
3	11	9	2	3
4	2	13	2	-13
5	8	-5	0	3
6	-1	-16	0	3
7	-3	-5	4	2
8	4	17	3	7

# Following part.
no.	Structure	Efflux pump mplx	GLD-1 TGE inh	MEX-5 binding	Fam108B inh	MCL1 BIM primary
9	COC(=O)c1ccc(C2c3[nH]c4ccccc4c3C[C@H]3C(=O)N(C)CC(=O)N23)cc1 (stereo not given in full)	0.0	2	1.4	-5	0
10	Cc1ccc(C)c(N(C(=O)Cc2cccs2)C(C(=O)NC2CCCC2)c2ccc(C)o2)c1 (stereo not given)	-0.1	5	-0.7	-3	2
11	CCCN(CCC)S(=O)(=O)c1ccc(Cl)c(OC)c1	0.0	1	-4.5	0	2
12	CNC(=O)Cc1csc2ccc(C)cc12	-0.1	-2	-1.5	0	-3
13	Cc1ccnn1CC(=O)N/N=C/c1c[nH]c2ccccc12	0.0	1	1.9	1	-1
14	CCCCn1c(CN2C(=O)c3ccccc3C2=O)nc2ccccc2c1=O	-0.2	8	-1.1	-1	-2
15	CCOC(=O)c1cc(OC(=O)c2cccc([N+](=O)[O-])c2)n(-c2ccccc2)n1	0.1	0	2.6	-6	0
16	COc1ccc(N/N=C(\C#N)C(=N)N2CCOCC2)cc1	0.1	6	-1.3	0	5

no.	PME-1 inh	VLA-4 inh	GRK2 inh	BCLXL inh
9	1	-8	1	6
10	5	23	1	2
11	-20	10	0	1
12	2	-4	2	-3
13	-5	10	2	-4
14	-2	-21	0	9
15	-3	-1	0	-1
16	-1	-2	7	13

# Continuation.
no.	Structure	Efflux pump mplx	GLD-1 TGE inh	MEX-5 binding	Fam108B inh	MCL1 BIM primary
17	O=C(COc1ccccc1F)NNC(=O)Cn1c(=O)cnc2ccccc21	0.0	-3	.	.	1
18	NC1=NC[C@H](Cc2ccccc2)N1CCCCC1CCCCC1	1.1*	3	2.9	1	-11
19	Nc1c(Cl)ncnc1NCc1ccccc1	-0.1	7	0.0	1	2
20	Cc1sc2ncnc(SCC(=O)N3CCC(c4noc5ccc(F)cc45)CC3)c2c1C	0.1	5	2.0	2	2
21	Cc1nn(Cc2ccc(Cl)cc2)c(C)c1NC(=O)c1cc(C(C)C)on1	0.0	5	1.3	0	-3
22	COc1ccc(-n2nc(C(=O)NCC(=O)NC(C)C)c3ccccc3c2=O)cc1Cl	0.1	1	3.6	1	0
23	O=C(CC1Nc2ccccc2NC1=O)c1ccccc1 (stereo not given)	-0.2	-25	?	-3	46*
24	CC(C)CCNc1ncnc2c1nnn2Cc1ccccc1Cl	-0.8	-3	2.1	-3	11

no.	PME-1 inh	VLA-4 inh	GRK2 inh	BCLXL inh
17	4	2	0	0
18	5	12	0	-1
19	4	12	1	6
20	-1	10	0	0
21	-5	2	1	6
22	-4	24	1	-3
23	9	-125	0	15
24	6	3	4	7

# Some of these compounds in order of molecular weight, descending.
no.	Structure	Efflux pump mplx	GLD-1 TGE inh	MEX-5 binding	Fam108B inh	MCL1 BIM primary
21	Cc1nn(Cc2ccc(Cl)cc2)c(C)c1NC(=O)c1cc(C(C)C)on1	0.0	5	1.3	0	-3
17	O=C(COc1ccccc1F)NNC(=O)Cn1c(=O)cnc2ccccc21	0.0	-3	.	.	1
18	NC1=NC[C@H](Cc2ccccc2)N1CCCCC1CCCCC1	1.1*	3	2.9	1	-11

no.	PME-1 inh	VLA-4 inh	GRK2 inh	BCLXL inh
21	-5	2	1	6
17	4	2	0	0
18	5	12	0	-1

# (list continues)
no.	Structure	Efflux pump mplx	GLD-1 TGE inh	MEX-5 binding	Fam108B inh	MCL1 BIM primary
25	COc1ccc(C2Nc3ccccc3C(=O)N2c2ccc(F)cc2)cc1Cn1nnc2ccccc21 (stereo not given)	0.1	5	-1.0	3	9
26	COc1ccc(S(=O)(=O)N2CCCOC2CNC(=O)C(=O)NCCc2ccco2)cc1C (stereo not given)	-0.1	2	2.1	0	-2
27	Oc1ccc(/C=N/Nc2nn3cnnc3c3ccccc23)cc1	0.0	4	0.9	6	6
28	O=C(Nc1nccs1)c1ncc(Cl)c(Cl)c1Cl	.	0	-3.6	7	-6
29	OCC[C@H]1C[C@H](O)[C@@H](O)[C@]2(CCc3ccccc3CO2)O1	0.2	2	.	4	-1
30	CCCOc1cc(C)c(S(=O)(=O)N2CCN(C)CC2)cc1C	0.0	8	-0.6	-1	9
31	CCOc1cc(C2NN=C(c3ccccc3)S2)ccc1OCc1ccccc1Cl (stereo not given)	0.0	-5	2.5	2	15
32	CCOC(=O)C(=Cc1c[nH]c2ccc(S(=O)(=O)N(C)C)cc12)C(=O)OCC	0.1	2	1.5	1	3

no.	PME-1 inh	VLA-4 inh	GRK2 inh	BCLXL inh
25	30*	7	2	-4
26	-6	7	4	1
27	17	4	0	5
28	-4	6	0	4
29	-3	35	6	-5
30	2	6	0	6
31	-1	-6	0	7
32	2	-4	0	4

# Down the list, from the results shown:
# Nos. 25–30 in BCLXL inh, in turn: -4, 1, 5, 4, -5, 6

# Additional results.
no.	Structure	Efflux pump mplx	GLD-1 TGE inh	MEX-5 binding	Fam108B inh	MCL1 BIM primary
33	CCCCN(C(=O)c1c(CC)noc1C)c1c(N)n(CCCC)c(=O)[nH]c1=O	0.1	3	-0.4	3	-16
34	CC(=O)N1c2ccc(S(=O)(=O)N3CCC(C(=O)Nc4cccc(C)n4)CC3)cc2CC1C (stereo not given)	-0.2	-1	2.8	3	7
35	O=C(CNC(=O)c1ccccc1F)N/N=C/c1cccs1	-0.1	-6	0.6	-1	6
36	CCc1ccc(N(C(=O)CNC(=O)c2ccco2)C(C(=O)NCC2CCCO2)c2ccccc2)cc1 (stereo not given)	0.6	0	-0.1	-2	-2
37	Cc1ccc(-n2nc3c(=O)n(CCCC(=O)NCc4ccccc4F)nc(C)c3c2C)cc1	0.0	-2	-0.2	2	-8
38	O=C(NC(Cc1ccccc1)C(=O)O)/C(=C/c1ccc(Br)cc1)NC(=O)c1ccc(Br)o1 (stereo not given)	-0.2	2	-0.8	2	3
39	N#Cc1cc([N+](=O)[O-])ccc1Oc1cccc(/C=N/NC(=O)c2cccc(Cl)c2)c1	0.0	4	0.0	2	-2
40	COc1ccc(C(C(=O)NC(C)(C)C)N(Cc2ccccc2)C(=O)CCC(=O)Nc2cc(C)on2)cc1 (stereo not given)	0.2	0	0.4	1	-2

no.	PME-1 inh	VLA-4 inh	GRK2 inh	BCLXL inh
33	2	-11	0	-14
34	10	10	13	1
35	-4	-6	3	8
36	-4	18	3	5
37	6	-1	0	0
38	-1	-10	2	3
39	-31	22	0	-3
40	-5	5	0	-5

# Next records:
no.	Structure	Efflux pump mplx	GLD-1 TGE inh	MEX-5 binding	Fam108B inh	MCL1 BIM primary
41	CC(=O)n1cc([C@H]2C=C(C(=O)N3CCN(Cc4ccccc4)CC3)O[C@@H](OCCCCO)C2)c2ccccc21	-0.2	-7	1.2	0	70*
42	COc1cccc(CNS(=O)(=O)c2c(C)nc3sccn3c2=O)c1	-0.1	2	-1.0	2	0
43	Cc1cc(COc2ccccc2)oc1C(=O)O	-0.1	-1	1.1	-2	11
44	CSc1ccccc1OCc1cc(C(=O)NC(C)CCn2cccn2)no1 (stereo not given)	0.3	4	4.0	5	6
45	COc1cccc(NC(=O)NCCCCc2ccccc2)c1	-0.5	4	-0.2	0	-4
46	Cc1cc(C)n(-c2ccc(C(=O)OCC(=O)Nc3ccc(Cl)cc3[N+](=O)[O-])cc2)n1	0.0	-2	-2.7	1	11
47	CN(CC1CCN(CCc2cccc(C(F)(F)F)c2)CC1)C(=O)c1ccc(F)cc1	0.0	3	5.5	1	5
48	Cc1cccc(C)c1NC(=O)c1cnccn1	0.0	-1	0.7	0	3

no.	PME-1 inh	VLA-4 inh	GRK2 inh	BCLXL inh
41	22	38	0	7
42	0	-4	0	4
43	2	1	3	5
44	-2	5	2	5
45	-1	6	0	-2
46	8	2	3	7
47	-1	8	0	2
48	-3	-1	1	-4

# PME-1 inh, what is marked active above.
cpd	smiles	Efflux pump mplx	GLD-1 TGE inh	MEX-5 binding	MCL1 BIM primary	PME-1 inh	VLA-4 inh	GRK2 inh	BCLXL inh
25	COc1ccc(C2Nc3ccccc3C(=O)N2c2ccc(F)cc2)cc1Cn1nnc2ccccc21 (stereo not given)	0.1	5	-1.0	9	30*	7	2	-4

# An excerpt from above in order of their number in BCLXL inh, lowest first.
No. | Compound | Efflux pump mplx | GLD-1 TGE inh | MEX-5 binding | MCL1 BIM primary | PME-1 inh | VLA-4 inh | GRK2 inh | BCLXL inh
48 | Cc1cccc(C)c1NC(=O)c1cnccn1 | 0.0 | -1 | 0.7 | 3 | -3 | -1 | 1 | -4
12 | CNC(=O)Cc1csc2ccc(C)cc12 | -0.1 | -2 | -1.5 | -3 | 2 | -4 | 2 | -3
37 | Cc1ccc(-n2nc3c(=O)n(CCCC(=O)NCc4ccccc4F)nc(C)c3c2C)cc1 | 0.0 | -2 | -0.2 | -8 | 6 | -1 | 0 | 0
34 | CC(=O)N1c2ccc(S(=O)(=O)N3CCC(C(=O)Nc4cccc(C)n4)CC3)cc2CC1C (stereo not given) | -0.2 | -1 | 2.8 | 7 | 10 | 10 | 13 | 1
42 | COc1cccc(CNS(=O)(=O)c2c(C)nc3sccn3c2=O)c1 | -0.1 | 2 | -1.0 | 0 | 0 | -4 | 0 | 4
21 | Cc1nn(Cc2ccc(Cl)cc2)c(C)c1NC(=O)c1cc(C(C)C)on1 | 0.0 | 5 | 1.3 | -3 | -5 | 2 | 1 | 6
46 | Cc1cc(C)n(-c2ccc(C(=O)OCC(=O)Nc3ccc(Cl)cc3[N+](=O)[O-])cc2)n1 | 0.0 | -2 | -2.7 | 11 | 8 | 2 | 3 | 7
